# Assay outcomes as filed in PubChem.
# M4 ag: agonists of human muscarinic M4 receptor (CHRM4). P08173. CHO-K1 hM4/Gqi5, Fluo-8 calcium fluorescence; vehicle 0%, full acetylcholine response 100%. activation, % at 3 µM. actives 0.14% (n = 360,000);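 active = activation above the run mean over all test wells plus 3 SD, cut at about 32% in these data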;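 note: peak over basal fluorescence ratio per well then scaled between controls; 0% = DMSO wells and 100% = acetylcholine at EC100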
# M1 ag: human M1 muscarinic receptor agonism; P11229; CHO-K1 hM1, Fluo-8 calcium fluorescence, agonist mode; 0% DMSO, 100% acetylcholine EC100; activation, % at 3 µM; actives 0.33% (n = 360,000);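 active = activation above the run's mean compound activation plus 3 SD, cut at about 16% in these data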;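 note: peak over basal fluorescence ratio within a 140 s kinetic read after compound addition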
# Target sequence (P11229 whole entry, looked up): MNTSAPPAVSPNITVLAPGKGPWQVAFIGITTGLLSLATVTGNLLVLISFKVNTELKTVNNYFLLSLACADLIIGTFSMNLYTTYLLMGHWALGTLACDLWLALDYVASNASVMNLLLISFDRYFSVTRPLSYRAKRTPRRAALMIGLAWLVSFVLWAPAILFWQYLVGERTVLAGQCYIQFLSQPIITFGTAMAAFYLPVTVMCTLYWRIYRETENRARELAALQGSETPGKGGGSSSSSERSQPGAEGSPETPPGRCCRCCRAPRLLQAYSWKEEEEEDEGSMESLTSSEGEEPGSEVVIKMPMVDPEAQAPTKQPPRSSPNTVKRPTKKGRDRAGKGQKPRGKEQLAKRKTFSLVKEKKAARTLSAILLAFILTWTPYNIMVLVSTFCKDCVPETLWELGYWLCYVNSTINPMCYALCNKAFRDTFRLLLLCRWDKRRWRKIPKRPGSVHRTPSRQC
# M1 PAM: human CHRM1 positive allosteric modulation. activation, % at 3 µM. CHO-K1 hM1, Fluo-8 calcium fluorescence, ACh EC20; 0% = ACh EC20, 100% = maximal ACh. P11229. actives 0.088% (n = 360,000); in the data active = activation above about 19%, passing the limit was not always enough
# OXTR potentiator: potentiators of human oxytocin receptor; CHO-OTR cells, Fluo-8 calcium fluorescence, potentiator mode; 0% = oxytocin EC15, 100% = EC100; activation, % at 3 µM; actives 0.061% (n = 320,000); AID 2445;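 active = activation above that plate's cutoff, the mean activation of tested compounds plus 3 SD, cut at about 6.6% in these data, passing the limit was not always enough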;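 note: 100% uses oxytocin at 75 nM as the full agonist control; some results filed as inactive read as strong as hits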
# Target sequence (P30559 whole entry, looked up): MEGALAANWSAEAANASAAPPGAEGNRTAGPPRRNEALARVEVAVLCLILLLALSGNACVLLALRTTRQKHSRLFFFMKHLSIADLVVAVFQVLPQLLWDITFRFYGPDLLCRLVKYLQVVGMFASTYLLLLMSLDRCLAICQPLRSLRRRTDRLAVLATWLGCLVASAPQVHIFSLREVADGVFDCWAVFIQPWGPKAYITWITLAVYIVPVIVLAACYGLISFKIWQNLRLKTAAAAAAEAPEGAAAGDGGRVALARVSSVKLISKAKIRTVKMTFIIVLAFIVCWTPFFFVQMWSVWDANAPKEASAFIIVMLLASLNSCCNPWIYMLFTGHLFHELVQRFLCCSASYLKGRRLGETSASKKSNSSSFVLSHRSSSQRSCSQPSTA
#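 Assay system: CHO-OTR cells, human receptor / Also added: oxytocin at about EC15, sub-maximal agonist stimulus / Dosing: single dose, 3.0 µM nominal final compound concentration / Incubation: 6 min pre-incubation, 100 s read / Technique: Fluo-8 calcium dye fluorescence / Read-out: % activation vs EC15 and EC100 oxytocin / Benchmarks: EC15 oxytocin low, 75 nM oxytocin high / Replicates: singlicate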
# CHRM1 antagonist: human CHRM1 antagonism | actives 1.3% (n = 360,000) | P11229 | CHO-K1 hM1, Fluo-8 calcium fluorescence, ACh EC80 antagonist | inhibition, % at 3 µM;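 active = percent inhibition above its own plate's cutoff, namely the mean of that plate's compound wells plus 3 SD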;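 note: peak over basal fluorescence ratio during 140 s after agonist addition; 0% = ACh EC80 plus DMSO and 100% = DMSO alone without agonist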
# CHO-K1 Ca ag: M1 agonist counterscreen hit in parental CHO-K1 cells. Fluo-8 calcium fluorescence; scaled to maximal ATP response, vehicle zero. activation, % at 3 µM. actives 0.48% (n = 360,000). AID 602248; in the data active = activation above about 15%;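 note: untransfected CHO-K1 host cells lacking M1 receptor as counterscreen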
# CHO-K1 Ca antag: counter-screen for M1 antagonists: effect in parental CHO-K1 cells. ATP-induced calcium, Fluo-8 fluorescence. inhibition, % at 3 µM. actives 0.6% (n = 360,000). AID 602250;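 active = inhibition above a per-plate cutoff, the plate's mean sample inhibition plus 3 SD, cut at about 24% in these data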;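 note: 0% = DMSO plus EC80 ATP and 100% = DMSO alone without ATP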
# CHO parental Ca: counter-screen for OX1R antagonists: effect in parental CHO cells; parental CHO-K1, ATP-induced calcium, Fluo-8 fluorescence; inhibition, % at 5.6 µM; actives 0.63% (n = 330,000);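 active = inhibition above that plate's mean sample inhibition plus 3 SD, cut at about 26% in these data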;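 note: 0% = ATP-challenged DMSO wells and 100% = DMSO wells without ATP; some compounds past the cut are filed as inactive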
#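 Material – parental CHO cells · Reagent – ATP stimulus · Compound – single nominal dose of 5.6 µM per compound · Detection – Fluo-8 fluorescence · Read-out basis – percent inhibition of calcium signal · Controls – ATP-challenged DMSO wells low, unchallenged DMSO wells high · Repeats – no replicates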
# CHRM4 antagonist: antagonists of human muscarinic M4 receptor (CHRM4) | P08173 | CHO-hM4 cells, ACh EC80, Fluo-8 calcium fluorescence | inhibition, % at 3 µM | actives 0.73% (n = 360,000);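 active = inhibition above its plate's cutoff, the mean inhibition of sample wells plus 3 SD, cut at about 27% in these data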;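 note: 0% = acetylcholine EC80 with DMSO and 100% = DMSO without agonist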
# Numbers without * were called inactive; . = no result given.
SMILES,M4 ag,M1 ag,M1 PAM,OXTR potentiator,CHRM1 antagonist,CHO-K1 Ca ag,CHO-K1 Ca antag,CHO parental Ca,CHRM4 antagonist
O=C(N/N=C/c1cccs1)c1cnccn1,1,-3,6,0,-3,-0.6,3,-8,-7
CN(C)S(=O)(=O)c1cccc(C(=O)NCC2CCCCC2)c1,2,-5,7,-3,-7,1.9,-18,-11,-24
CC(=O)c1cnc2c(-c3ccc(Cl)cc3)c(C)nn2c1C,1,-3,-1,-1,9,0.4,-5,-10,-1
COc1cc(C(c2c(C)[nH][nH]c2=O)c2c(C)[nH][nH]c2=O)cc([N+](=O)[O-])c1O,0,-10,12,-2,-6,0.1,-8,-4,7
CCN(CC)C(=O)C1=C(C)N(CCCOC)C(=O)C(CC(=O)NCCCCc2ccccc2)C1 (stereo unspecified),2,1,17,.,-21,-0.3,-9,.,-13
Cc1nc2c(C(=O)Nc3ccc(N4CCCC(O)C4)cc3)snc2c(=O)[nH]1 (stereo unspecified),1,-5,3,-4,-7,0.1,8,-2,8
CC1CC(C)CN(C(=O)COC(=O)COc2ccc(C#N)cc2)C1 (stereo unspecified),2,2,-3,-3,2,1.0,-6,-4,-2
COc1cccc(N2CCN(C(=O)c3ccc(CS(=O)c4ccc(Cl)cc4)o3)CC2)c1 (stereo unspecified),12,0,-8,-11,11,7.9,-6,-26,10
Cc1ccc(Cn2c(O)c(N=NC(=S)Nc3ccccc3F)c3cc(S(=O)(=O)N4CCOCC4)ccc32)cc1,0,1,3,.,-2,-0.2,-10,.,-9
COc1ccc(S(=O)(=O)NCCc2cc3ccc(C)c(C)c3[nH]c2=O)cc1,12,-2,-4,-8,-1,14,-6,-8,-22
Cn1c(CNC(=O)c2ccccc2)nnc1SCC(=O)N1CCN(c2ccccc2)CC1,0,0,5,1,-2,0.0,6,-4,-5
CCOC(=O)C1(CC)NC(c2ccco2)C2C(=O)N(c3ccc(C)cc3)C(=O)C21 (stereo unspecified),1,0,13,4,-19,-0.2,10,-11,-3
C=CCOn1c(C)c(C(C)=O)c2c3nonc3ccc21,1,-3,-1,-6,-4,0.3,0,-14,8
COc1ccc(/C=C/C(=O)Nc2cc(C)nn2-c2nc3ccccc3[nH]2)cc1,0,-1,-2,-8,4,0.2,5,-19,-1
Cn1c(=O)c2c(nc(N3CCc4ccccc4C3)n2Cc2ccccc2F)n(C)c1=O,0,-6,3,4,-5,0.4,-8,-17,4
CCOC(=O)c1c(N)nn(C(=O)C(C)(C)C)c1-c1ccccc1,-1,-6,4,-4,-9,1.0,-5,-4,-4
O=C(Nc1ccc2oc(-c3ccncc3)nc2c1)c1ccc(Br)o1,1,-4,11,-6,-12,2.5,-20,-16,-11
O=C(CN1CCN(Cc2cccc(F)c2)CC1)NCc1ccccc1,0,-6,0,-3,-2,0.5,-8,0,0
COc1ccc(C2=NN(c3nc(C)cc(C)n3)C(=O)C2)cc1,1,-5,6,-11,-12,0.2,-2,-5,1
CCC(C)NC(=O)CCc1c(C)nc2nc(-c3cc(OC)cc(OC)c3)nn2c1C (stereo unspecified),2,-1,7,-10,-16,1.1,-11,-5,1
N#CC1(NC(=O)CN2C(=O)NC3(CCCCCC3)C2=O)CCCCC1,0,-2,7,-2,-8,-0.2,-4,-14,0
O=C1C2C3c4ccccc4C(Br)(c4ccccc43)C2C(=O)N1c1ccccc1O (stereo unspecified),1,-4,5,-9,-9,0.2,-8,-13,-6
CCN(CC)C(=O)CSc1nnc2sc3ccccc3n12,1,-5,9,-2,-13,1.1,-10,-7,-7
CC/C(O)=C1\C(=O)CC(C)(C)CC1=Nc1ccccc1C,-2,-13,-3,-1,6,-0.3,-1,-23,-4
CC1CCN(c2c(NCC3CCC(C(=O)N4CCc5ccccc5C4)CC3)c(=O)c2=O)CC1 (stereo unspecified),0,-11,7,-2,-7,0.0,-3,-14,-6
Cc1ccc(C(=O)NNC(=O)c2ccc(S(=O)(=O)N3CCOCC3)cc2)cc1,1,-2,8,-3,-12,0.3,-5,-13,-10
Cn1cc(CCC(=O)N2CCCC(C(=O)c3cccc4ccccc34)C2)cn1 (stereo unspecified),2,-8,7,1,-12,0.3,5,-19,-4
CCOC(=O)c1csc(NC(=O)CN2CCOCC2)n1,0,-2,9,-3,-18,0.7,-4,2,4
Cc1ccc(CNC(=O)Cn2cncn2)cc1,-1,-3,6,5,-5,-0.4,-10,-11,2
COCCNC(=O)CN(Cc1ccco1)C(=O)CCC(=O)Nc1nccs1,0,-1,7,1,-18,1.1,-12,0,-7
COc1ccc(CN2CCC[C@]3(N[C@H](c4ccc(C(F)(F)F)cc4)[C@@H]4C(=O)N(C)C(=O)[C@@H]43)C2=O)cc1,0,-5,-4,.,1,-0.1,17,.,6
Cc1c(NC(=O)C(C)Oc2ccc(Br)cc2)c(=O)n(-c2ccccc2)n1C (stereo unspecified),0,0,9,7,-13,-0.2,-5,-13,3
O=C(CCN1CCN(c2ccccc2)CC1)N/N=C/c1ccccc1O,2,-3,9,-19,-12,1.3,-22,-27,1
O=C1CCCN1S(=O)(=O)c1ccccc1,1,-16,-8,-8,4,0.5,-5,-10,4
COc1ccc(S(=O)(=O)NCCOc2ccccc2)cc1F,2,-2,7,3,-8,1.9,-3,2,-2
N#Cc1ccc(C(=O)Nc2cccc3ncccc23)c(F)c1,5,2,-10,-1,12,1.4,7,5,-3
COCc1cc(C)nc(N2CCN(Cc3ccccc3)CC2)c1C#N,0,-5,2,-5,-15,0.3,0,-23,-6
COc1ccc(C)cc1NC(=O)c1cc(-c2ccccc2)nc2c1cnn2C(C)C,0,-3,3,-7,-2,0.6,-16,-35,-2
Cc1cc(C)c(S(=O)(=O)N2CCCCC2CCNC(=O)C(=O)NCc2ccccn2)c(C)c1 (stereo unspecified),2,-7,0,-5,1,0.4,3,-26,10
CCc1cc2c(-c3ccccc3)cc(=O)oc2cc1OCC(=O)NCC1CCC(C(=O)O)CC1 (stereo unspecified),3,-2,0,5,-3,0.7,2,-8,2
COc1ccc(N2CC(C(=O)N3CCN(Cc4ccc5c(c4)OCO5)CC3)CC2=O)cc1 (stereo unspecified),2,-5,4,-6,-4,1.3,-9,-8,-7
Cn1ccnc1-c1nc2ccccc2[nH]c1=O,-1,8,5,3,13,0.2,13,-7,-5
Cc1ccc2nc(-c3ccncc3)cc(C(=O)N3CCOCC3)c2c1,11,-1,-2,-17,6,2.8,8,-8,-1
O=C(CN1C(=O)NC2(CCCCC2)C1=O)Oc1ccc2ccc(=O)oc2c1,1,0,-1,-5,2,1.2,-12,0,7
O=C(COc1ccc(Cl)cc1)Nc1cccc(S(=O)(=O)NCc2ccco2)c1,9,2,9,-9,-7,3.7,-18,-19,-10
COc1ccc(-n2c3c(cc(C(=O)NNc4ccccc4)c2=O)C(=O)CC(C)(C)C3)cc1,0,-7,-6,-2,19,-0.3,2,-22,-1
CC1CCC(NC(=O)c2ccc(NC3=NC4CS(=O)(=O)CC4S3)cc2)CC1 (stereo unspecified),-2,-4,13,-5,-19,-0.3,-17,1,-9
Cc1nnc(NC(=O)c2c(F)c(F)c(F)c(F)c2F)s1,1,-2,7,-9,-12,0.1,-3,-2,5

# Structural class, the compounds so far with bromine (three)
SMILES,M4 ag,M1 ag,M1 PAM,OXTR potentiator,CHRM1 antagonist,CHO-K1 Ca ag,CHO-K1 Ca antag,CHO parental Ca,CHRM4 antagonist
O=C(Nc1ccc2oc(-c3ccncc3)nc2c1)c1ccc(Br)o1,1,-4,11,-6,-12,2.5,-20,-16,-11
O=C1C2C3c4ccccc4C(Br)(c4ccccc43)C2C(=O)N1c1ccccc1O (stereo unspecified),1,-4,5,-9,-9,0.2,-8,-13,-6
Cc1c(NC(=O)C(C)Oc2ccc(Br)cc2)c(=O)n(-c2ccccc2)n1C (stereo unspecified),0,0,9,7,-13,-0.2,-5,-13,3

# Following part:
SMILES,M4 ag,M1 ag,M1 PAM,OXTR potentiator,CHRM1 antagonist,CHO-K1 Ca ag,CHO-K1 Ca antag,CHO parental Ca,CHRM4 antagonist
CCC(=O)Nc1cccc(NC(=S)NC(=O)c2cccs2)c1,4,0,-4,-8,-9,2.8,-3,-10,-9
COc1ccc2c(c1OC)C(=O)N1C(C(=O)O)Cc3c([nH]c4ccccc34)C21 (stereo unspecified),1,-2,5,-10,-4,0.5,-18,-23,-3
CCOC(=O)c1c(C)oc2ccc(OCC(=O)C(C)(C)C)cc12,0,-6,0,-7,-4,-0.3,-9,-29,-4
O=C(COc1ccc(Br)cc1)Nc1ccc2oc(=O)ccc2c1,3,1,-2,.,4,1.7,0,.,-6
CCn1c(=O)cc(SCC(=O)NCc2ccco2)c2ccccc21,2,-5,3,1,-10,0.5,-12,-2,-6
Cc1cc(C)nc(N2CCC(C(=O)NCCc3ccc(Cl)cc3)CC2)n1,0,-6,9,1,-8,0.3,-5,-10,2
CSc1ccc(C2NN=C(c3ccccc3)S2)cc1 (stereo unspecified),0,-4,7,3,-8,0.3,-12,-17,-1
Cc1cc(Cl)ccc1Oc1ncnc2oc(-c3ccccc3)cc12,0,0,-7,-12,18,-0.3,-5,-6,-6
O=C(COC(=O)c1ccccc1)c1ccc(S(=O)(=O)N2CCCCC2)cc1,4,-2,-6,.,15,4.1,-2,.,-1
COc1cc(CCC(=O)NNC(=O)c2cccc(Cl)c2)cc(OC)c1OC,1,2,20,-6,-19,0.1,3,-4,-6
CC(NC(=O)CS(=O)(=O)c1ccccc1)c1ccccc1 (stereo unspecified),1,2,17,-4,-15,6.7,1,-6,0
O=C(Cn1ccnc1)c1ccc(O)c(O)c1,0,-1,2,2,2,0.0,-3,-12,11
CCc1ccc(N2C(=O)CC(NNc3nc4ccccc4s3)C2=O)cc1 (stereo unspecified),1,-4,-6,-8,13,0.2,21,-20,1
O=C(COC(=O)Cc1ccc(Cl)cc1Cl)NC1CC1,1,-2,5,0,-11,0.5,-6,3,4
CCC(C)c1ccc(S(=O)(=O)N2CCN(C(=O)COc3ccc4c(C)cc(=O)oc4c3)CC2)cc1 (stereo unspecified),-1,-5,6,3,-11,0.4,-2,-29,0
O=C(Nc1nccs1)c1cc(-c2ccccc2)nn1-c1ccccc1,0,-4,6,-1,-3,0.3,-12,-9,15
Cn1c(N)c(S(=O)(=O)N2CCN(c3ccccc3)CC2)c(=O)n(C)c1=O,0,-6,5,-3,-1,1.3,-1,-4,5
O=C(O)CNC(=S)N(Cc1ccccc1)Cc1ccccc1F,1,-2,5,-5,2,1.9,-24,14,-7
Clc1ccccc1-c1ncc(-c2ccccc2)o1,0,-2,3,-6,-8,1.1,-14,6,-1
COc1ccccc1C1CC(c2ccc(F)cc2)Nc2ncnn21 (stereo unspecified),2,-7,8,0,-5,0.9,-12,-4,9
CCOC(=O)c1sc(NS(=O)(=O)c2cc(C)ccc2C)nc1C,0,-3,7,-8,-4,0.2,-3,-15,1
